TRHR PAM: TRH receptor (human) allosteric enhancement; P34981; TRHR cells, fluo-8 calcium fluorescence, EC20 TRH enhancement; enhancement, % at 2 µM; 0.66% of 360,000 active; in the data active = enhancement above about 30%; note: 0% is about no effect
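TRHR-expressing cells loaded with fluo-8 calcium dye were read kinetically (ex 480/em 530) during compound addition, then stimulated with an EC20 of TRH (10 nM final). Enhancement of the Gq-mediated intracellular calcium response was scored.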
D2 PAM: D2 dopamine receptor (human) potentiation | P14416 | HEK293 T-REx D2, calcium flux, EC20 dopamine potentiation | potentiation, % at 10 µM | 0.34% of 340,000 active | AID 485347;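 active = potentiation over 3 SD above the plate norm, cut at about 30% in these data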; note: 0% is about no effect
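Tetracycline-induced Hek293 Trex D2 cells, force-coupled to calcium, loaded with no-wash calcium dye. Compound added with 180 s kinetic read for agonism, then EC20 dopamine and a further 180 s read for potentiation.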
D1 antag: blocks dopamine activation of the human D1 receptor. HEK293 TREx D1 cells, calcium flux, dopamine EC80; hits give low values. AID 504652. activity change, negative = inhibition, % at 10 µM. P21728. 3.2% of 360,000 active; in the data active = activity change below about -30%; note: % is set by controls: 0 for no effect and ±100 for the full control effect
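Inducible Hek293 Trex D1 cells (tetracycline, overnight, 30 C). Calcium dye 30–90 min RT. Antagonist mode: EC80 dopamine added after 180 s compound read.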
D1 agonist: human D1 receptor agonism; HEK293 T-REx D1 cells, calcium flux, agonist mode; activation, % at 2 µM; 1% of 360,000 active; AID 504660; note: 0% is about no effect
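Agonism was scored from calcium flux recorded over 180 s (1 read/s) after pintool compound addition, following a 10-cycle baseline. Cells were inducible force-coupled HEK293 TREx D1, plated overnight at 30 C and loaded with no-wash calcium dye.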
TRHR agonist: activates the human TRH receptor. activation, % at 2 µM. TRHR cells, calcium flux fluo-8, FDSS agonist mode. 0.18% of 360,000 active. AID 493084; note: 0% is about no effect
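In this calcium-flux screen, cells bearing human TRHR are dye-loaded with fluo-8, baselined for 10 cycles, then exposed to library compounds; positive kinetic calcium responses during the agonist phase mark hits, with TRH as control.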
RXFP1 antag: RXFP1 (human) relaxin receptor antagonism. Q9HBX9. AID 1259400. activity change, negative = inhibition, % at 57.5 µM. 0.59% of 350,000 active. HEK293-RXFP1, relaxin-stimulated cAMP HTRF, 30 min; hits give low values;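 active = activity change of -60% or lower, but not beyond a set lower limit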; note: % is set by controls: 0 for no effect and ±100 for the full control effect
Target sequence (Q9HBX9 whole entry, looked up): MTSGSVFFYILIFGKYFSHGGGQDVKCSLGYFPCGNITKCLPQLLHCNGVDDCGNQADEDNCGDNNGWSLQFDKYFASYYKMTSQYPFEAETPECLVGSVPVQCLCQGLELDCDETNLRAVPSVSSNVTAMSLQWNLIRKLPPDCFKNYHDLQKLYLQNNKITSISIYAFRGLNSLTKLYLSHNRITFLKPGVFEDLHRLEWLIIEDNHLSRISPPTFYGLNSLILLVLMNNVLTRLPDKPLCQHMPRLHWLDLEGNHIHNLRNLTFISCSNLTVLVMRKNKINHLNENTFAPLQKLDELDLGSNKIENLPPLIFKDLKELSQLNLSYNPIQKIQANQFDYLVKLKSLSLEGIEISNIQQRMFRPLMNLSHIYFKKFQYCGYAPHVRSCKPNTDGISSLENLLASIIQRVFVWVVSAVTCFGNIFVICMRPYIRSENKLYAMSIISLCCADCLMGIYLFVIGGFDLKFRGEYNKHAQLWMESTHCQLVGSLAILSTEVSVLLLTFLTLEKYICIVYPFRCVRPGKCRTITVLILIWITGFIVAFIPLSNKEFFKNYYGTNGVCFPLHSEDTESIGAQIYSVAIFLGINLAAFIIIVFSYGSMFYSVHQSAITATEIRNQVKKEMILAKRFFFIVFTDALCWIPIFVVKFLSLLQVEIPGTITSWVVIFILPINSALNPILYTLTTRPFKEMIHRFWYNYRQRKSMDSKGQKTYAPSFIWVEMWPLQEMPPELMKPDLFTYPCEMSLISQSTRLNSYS
D2 antag: antagonists of human D2 dopamine receptor. P14416. HEK293 TREx D2 cells, calcium flux, dopamine EC80. inhibition, % at 10 µM. 2% of 340,000 active. AID 485344; in the data active = inhibition above about 30%; note: 0% is about no effect
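Tetracycline-induced HEK293 TREx cells expressing D2 receptor forced-coupled to calcium signalling, loaded with no-wash calcium dye. Compounds added and calcium flux read 180 s, then dopamine added at EC80 and read a further 180 s.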
D1 potentiator: human D1 dopamine receptor positive modulation. potentiation, % at 10 µM. 0.036% of 360,000 active. P21728. AID 504651. HEK293 TREx D1 cells, calcium flux, dopamine EC20 potentiation; in the data active = potentiation above about 30%; note: 0% is about no effect
D2 ag: agonists of human D2 dopamine receptor; activation, % at 2 µM; HEK293 T-REx D2 cells, calcium flux agonist mode; 0.53% of 340,000 active; P14416; AID 485358;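 active = activation over 3 SD above normal in the single-dose calcium agonist read, cut at about 30% in these data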; note: 0% is about no effect
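In this primary screen, compounds producing a positive calcium signal within 180 s of addition to tetracycline-induced, force-coupled HEK293 Trex D2 cells are flagged; cells are dye-loaded with a no-wash calcium kit beforehand.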
* marks the source's active call; other numbers are inactive results; . = not tested or not shown; & = joins results of further samples. Cut-off read from the data, not from the text of the source, unless noted: active = activation above about 30%; inactive = the rest.

Value order: TRHR PAM | D2 PAM | D1 antag | D1 agonist | TRHR agonist | RXFP1 antag | D2 antag | D1 potentiator | D2 ag
#1 COc1ccc2[nH]c(=O)c(CN(Cc3cccnc3)Cc3nnnn3CC3CCCO3)cc2c1 (configuration not stated)
    5.2 | 3.6 | 4.8 | -0.3 | 0.8 | -4.5 | 1.3 | -1.9 | 0.6
#2 COc1cc(NC(=O)C2CC(c3ccc(Cl)cc3)=NO2)cc(OC)c1OC (configuration not stated)
    0.7 | -6.2 | -22.8 | 11.3 | -1.3 | . | 1.1 | -0.5 | 0.4
#3 Cc1ccc(OCC(=O)N(Cc2ccco2)Cc2ccco2)cc1
    1.7 | -3.0 | -15.2 | 2.0 | -1.3 | -22.4 | . | -1.6 | -0.6
#4 Cc1c(NC(=O)c2cccc(NC(=O)Cc3ccccc3F)c2)c(=O)n(-c2ccccc2)n1C
    0.7 | -14.9 | 10.7 | 1.2 | -0.2 | -1.1 | 12.0 | . | 0.4
#5 CCOC(=O)C1CCN(C(=O)CSc2c3c(nc4ccccc24)CCC3)CC1
    -5.7 | . | 5.2 | 1.5 | 0.0 | 0.1 | -8.3 | 0.1 | 1.5
#6 O=C1CCc2cc(S(=O)(=O)NCc3ccccc3)cc3c2N1CC3
    3.4&12.1 | -0.9&13.5 | 0.9&-3.3 | 1.9&3.5 | -0.1&-1.8 | 2.7 | 3.5 | -3.8&0.4 | -0.4&1.4
#7 COc1cccc(CN(C)C(=O)c2ccc(C)c(S(=O)(=O)N3CCCCC3)c2)c1
    -0.7 | -9.3 | -35.7* | 1.8 | 0.3 | -4.0 | -12.6 | -9.2 | -0.5
#8 COc1c(Cl)cc(Cl)cc1/C=N/n1cnnc1
    5.3 | 2.2 | 17.3 | 0.2 | 0.2 | 2.7 | -3.9 | -4.3 | -0.1
#9 COc1ccccc1CN1CCN(C2CCN(C(=O)NC(C)C)CC2)C(=O)C1=O
    -5.6 | 2.5 | -12.4 | -0.3 | 0.1 | -7.3 | . | -0.6 | 2.0
#10 O=C(O)c1ccc(Nc2nc(-c3ccc([N+](=O)[O-])cc3)nc3ccccc23)cc1
    0.7 | 1.1 | -1.5 | 2.3 | -0.8 | 6.2 | 2.2 | -1.4 | -0.8
#11 CCCNC(=O)c1ccccc1NC(=O)CSCc1ccc(OC)cc1
    0.2 | 5.1 | 5.6 | 0.9 | -0.7 | 5.3 | -0.9 | -5.6 | -1.0
#12 Cc1ccc(Cc2c[nH]c(=S)s2)cc1
    -4.0 | -7.4 | -7.9 | 3.1 | -1.4 | -33.2 | 3.8 | -9.9 | -0.4
#13 COc1cccc2cc(C(C)N(CCCN3CCOCC3)C(=S)Nc3cccc(C)c3C)oc12 (configuration not stated)
    7.5 | -13.6 | 13.0 | 0.6 | -0.1 | -11.1 | 4.0 | -5.0 | -0.3
#14 CC(C)(C)c1ccc(Oc2ccc(N)cn2)cc1
    -11.1 | 6.4 | -12.6 | 8.4 | 0.0 | 1.0 | -13.7 | -2.9 | 0.0
#15 Cc1cc(Br)c(S(=O)(=O)NCc2cccnc2)cc1C
    -0.7 | 8.6 | -7.4 | 3.7 | -0.3 | -2.1 | -15.0 | -1.7 | 0.6
#16 Cc1ccc(C(=O)Nc2nnc(-c3ccncc3)s2)o1
    1.9 | -2.0 | 9.0 | -1.2 | 0.3 | 11.1 | -17.9 | 5.2 | -0.5
#17 N#Cc1c(C#N)c(O)c2ccccc2c1O
    -2.8 | 10.4 | -11.1 | 3.3 | 1.5 | 14.4 | -4.7 | -4.8 | 0.7
#18 C=C(C)CNC(=S)NNC(=O)CCn1c2ccccc2c2ccccc21
    13.7 | -1.5 | -1.4 | 0.9 | 0.6 | . | -12.4 | -1.0 | 0.3
#19 O=c1c2oc3nc4c(cc3c2ncn1CCCc1ccccc1)CCCC4
    1.3 | 3.9 | -2.6 | 0.0 | -1.2 | -3.9 | -10.9 | -0.3 | -0.2
#20 O=C(/C=C/c1ccc(O)c(O)c1)OC1C(O)CC(OC(=O)/C=C/c2ccc(O)c(O)c2)(C(=O)O)CC1O (configuration not stated)
    6.4 | 17.6 | 8.7 | 1.8 | 0.4 | -5.1 | -18.4 | 3.6 | 0.9
#21 O=C(COC(=O)/C=C/c1cccc(Cl)c1)NC(=O)NCc1ccccc1
    1.8 | 3.9 | 46.5 | 4.7 | -0.5 | -4.6 | -18.4 | 1.6 | -1.3
#22 COC(=O)[C@@]1(Cc2ccc(F)cc2)[C@H]2c3cc(C(=O)N4CCCC4)n(Cc4ccc(C(F)(F)F)nc4)c3C[C@H]2CN1C(=O)c1ccccc1
    -0.2 | . | 20.0 | 0.9 | 1.2 | . | . | 1.1 | .
#23 Cc1cccc(/C=N/NC(=O)Cn2nc(C)cc2C)n1
    9.9 | 2.5 | 3.9 | 1.5 | 1.8 | -8.8 | -9.4 | -3.6 | 0.8
#24 O=[N+]([O-])c1ccccc1OCCOCCOc1cccc2cccnc12
    18.8 | -0.5 | 2.8 | 1.7 | -0.8 | 12.1 | -3.3 | -1.7 | -1.4
#25 Cc1c(Cl)cccc1NC(=O)c1cccc(NC(=O)N2CCSc3ncccc32)c1
    -3.1 | -0.5 | -29.9 | 4.3 | 0.1 | -12.1 | . | -3.5 | -0.7
#26 CCc1ccc(N2C(=O)C(Cl)=C(Nc3ccc(C(=O)N4CCCC4)cc3)C2=O)cc1
    -5.3 | -0.9 | -16.2 | 2.7 | -0.1 | -7.9 | 5.0 | -5.2 | -0.6
#27 COc1ccc(S(=O)(=O)NCc2cccnc2)cc1OC
    -3.5 | -10.8 | 24.8 | -3.9 | 0.2 | -1.7 | -3.0 | -1.9 | 1.3
#28 COc1ccc(CSc2nnc(-c3ccncc3)n2N)cc1
    -3.4 | -18.8 | 15.4 | 3.9 | 0.4 | 10.3 | -0.3 | 0.2 | 0.8
#29 Cc1cc2c3c(c1C)C1(C(=O)N3C(C)(C)CC2C)C(C#N)=C(N)OC2=C1C(=O)CC(C)(C)C2 (configuration not stated)
    0.9 | -1.1 | 6.5 | 19.4 | 0.0 | 13.7 | -3.8 | -3.4 | 0.1
#30 C=CCSc1nc2c(c(=O)[nH]c(=O)n2C)n1C/C=C(/C)Cl
    -2.5 | 4.9 | -7.5 | 1.7 | -0.7 | -11.4 | -21.9 | -5.8 | 0.1

Exported as labelled records: part of the list above.
[14] CC(C)(C)c1ccc(Oc2ccc(N)cn2)cc1
  TRHR PAM = -11.1	D2 PAM = 6.4	D1 antag = -12.6	D1 agonist = 8.4	TRHR agonist = 0.0	RXFP1 antag = 1.0	D2 antag = -13.7	D1 potentiator = -2.9	D2 ag = 0.0
[15] Cc1cc(Br)c(S(=O)(=O)NCc2cccnc2)cc1C
  TRHR PAM = -0.7	D2 PAM = 8.6	D1 antag = -7.4	D1 agonist = 3.7	TRHR agonist = -0.3	RXFP1 antag = -2.1	D2 antag = -15.0	D1 potentiator = -1.7	D2 ag = 0.6
[16] Cc1ccc(C(=O)Nc2nnc(-c3ccncc3)s2)o1
  TRHR PAM = 1.9	D2 PAM = -2.0	D1 antag = 9.0	D1 agonist = -1.2	TRHR agonist = 0.3	RXFP1 antag = 11.1	D2 antag = -17.9	D1 potentiator = 5.2	D2 ag = -0.5

Following part
Value order: TRHR PAM | D2 PAM | D1 antag | D1 agonist | TRHR agonist | RXFP1 antag | D2 antag | D1 potentiator | D2 ag
#31 O=S(=O)(c1cccc(-c2cn3ccccc3n2)c1)N1CCCCC1
    -1.8 | 4.3 | -46.6* | 3.3 | -0.4 | -10.9 | -5.0 | -8.1 | -1.5
#32 COc1ccc(C(CNC(=O)c2ccc(S(=O)(=O)N(C)C)cc2)N2CCCCC2)cc1 (configuration not stated)
    3.4 | -5.8 | 6.7 | 4.1 | 0.1 | -10.1 | 12.0 | 1.5 | -3.0
#33 CC(=O)c1cccc(NC(=O)Cc2ccc(NC(=O)N3CCCCc4ccccc43)cc2)c1
    -0.7 | 3.6 | -6.1 | 2.8 | 0.2 | . | . | -4.3 | -0.4
#34 COc1cccc2sc(N)nc12
    -6.6 | 0.2 | . | 3.1 | -0.2 | . | 7.5 | -0.8 | -0.1
#35 NC(=O)CC(NC(=O)Cc1ccc(Br)cc1)c1ccc(NCCN2CCCCC2)c([N+](=O)[O-])c1 (configuration not stated)
    10.3 | 5.4 | -45.0* | 3.6 | 0.0 | . | -21.8 | 0.2 | -0.4
#36 O=S(=O)(c1ccc(F)cc1)n1cnc2ccccc21
    3.8 | 8.4 | -5.8 | 1.1 | -0.6 | 8.2 | 2.3 | 4.1 | -1.2
#37 COc1ccccc1NNC(=O)c1cccnc1Oc1ccccc1
    -0.4 | -0.2 | -12.4 | 3.4 | -0.7 | 7.7 | -6.6 | -11.0 | -0.8
#38 O=C(NCCN1CCOCC1)c1cc(Cl)ccc1Cl
    -1.6 | -2.6 | -29.7 | 2.1 | 0.9 | 0.0 | -8.9 | -6.0 | -0.2
#39 O=C(NS(=O)(=O)c1ccccc1Cl)c1ccc[nH]1
    3.6 | 12.8 | 7.4 | 2.7 | -0.1 | . | -4.4 | -1.3 | -1.4
#40 CCOc1cc(CNc2ccc(O)cc2)ccc1OCc1ccc(Cl)cc1Cl
    4.1 | 7.6 | 21.3 | 1.4 | -1.1 | . | -14.4 | 15.9 | -0.7
#41 Cc1cc(C)nc(N/N=C/c2ccco2)n1
    -1.7 | -3.5 | 4.6 | -3.2 | -0.1 | -21.5 | -15.7 | -1.3 | -1.0
#42 CCOC(=O)N1CCN(C(=O)c2ccc(NS(=O)(=O)c3ccc(F)cc3)cc2)CC1
    3.9 | -3.7 | -0.3 | 0.8 | 0.6 | -0.3 | 28.8 | -1.6 | -1.2
#43 C=CCn1c(/N=C/c2ccc(OC)cc2)nc2ccccc21
    -2.3 | 4.5 | -13.2 | 3.1 | 1.3 | -9.3 | -0.5 | -9.6 | 1.5
#44 O=C(Cc1ccc(Br)cc1)Nc1cccc(S(=O)(=O)N2CCOCC2)c1
    -3.8 | -4.0 | -4.7 | 6.6 | 0.2 | 1.7 | -2.5 | 2.9 | 0.0
#45 S=c1[nH]nc(-c2ccc(Cl)cc2)n1-c1cccnc1
    -5.9 | 2.4 | 1.2 | 1.7 | -0.6 | -4.4 | -0.6 | 5.2 | 0.8
#46 Cn1cc2ccc([N+](=O)[O-])cc2n1
    -2.1 | -3.2 | -11.0 | 0.2 | 0.3 | 4.4 | 5.2 | -6.2 | 0.5
#47 CCCC1(C(=O)OC)NC(c2ccc(OC)c(OC)c2)C2C(=O)N(c3ccc4c(c3)OCO4)C(=O)C21 (configuration not stated)
    -3.2 | -3.7 | -4.5 | 4.9 | 0.9 | 20.3 | -6.7 | -0.2 | 0.4

Part of the list above with just D2 ag, D2 PAM and D1 agonist:
cpd | mol | D2 ag | D2 PAM | D1 agonist
46 | Cn1cc2ccc([N+](=O)[O-])cc2n1 | 0.5 | -3.2 | 0.2
31 | O=S(=O)(c1cccc(-c2cn3ccccc3n2)c1)N1CCCCC1 | -1.5 | 4.3 | 3.3
42 | CCOC(=O)N1CCN(C(=O)c2ccc(NS(=O)(=O)c3ccc(F)cc3)cc2)CC1 | -1.2 | -3.7 | 0.8
44 | O=C(Cc1ccc(Br)cc1)Nc1cccc(S(=O)(=O)N2CCOCC2)c1 | 0.0 | -4.0 | 6.6
32 | COc1ccc(C(CNC(=O)c2ccc(S(=O)(=O)N(C)C)cc2)N2CCCCC2)cc1 (configuration not stated) | -3.0 | -5.8 | 4.1

Assay outcomes deposited in PubChem by National Center for Advancing Translational Sciences (NCATS).
